High-throughput results from PubChem.
Pf apPOL inh = Pf-apPOL DNA polymerase inhibition | Recombinant Pf-apPOL, molecular beacon fluorescence, 1.5 h | inhibition, % at 10 µM | hit rate 0.25% among 210,000
mHTT CaM bind = mHTT-calmodulin interaction abrogation; AlphaScreen His-mHTT/GST-CaM binding, luminescence; inhibition, % at 15 µM; hit rate 3.6% among 190,000;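 note: 0% = both proteins with DMSO and 100% = one protein alone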
Target sequence (P42858 whole entry, looked up, stated change not applied): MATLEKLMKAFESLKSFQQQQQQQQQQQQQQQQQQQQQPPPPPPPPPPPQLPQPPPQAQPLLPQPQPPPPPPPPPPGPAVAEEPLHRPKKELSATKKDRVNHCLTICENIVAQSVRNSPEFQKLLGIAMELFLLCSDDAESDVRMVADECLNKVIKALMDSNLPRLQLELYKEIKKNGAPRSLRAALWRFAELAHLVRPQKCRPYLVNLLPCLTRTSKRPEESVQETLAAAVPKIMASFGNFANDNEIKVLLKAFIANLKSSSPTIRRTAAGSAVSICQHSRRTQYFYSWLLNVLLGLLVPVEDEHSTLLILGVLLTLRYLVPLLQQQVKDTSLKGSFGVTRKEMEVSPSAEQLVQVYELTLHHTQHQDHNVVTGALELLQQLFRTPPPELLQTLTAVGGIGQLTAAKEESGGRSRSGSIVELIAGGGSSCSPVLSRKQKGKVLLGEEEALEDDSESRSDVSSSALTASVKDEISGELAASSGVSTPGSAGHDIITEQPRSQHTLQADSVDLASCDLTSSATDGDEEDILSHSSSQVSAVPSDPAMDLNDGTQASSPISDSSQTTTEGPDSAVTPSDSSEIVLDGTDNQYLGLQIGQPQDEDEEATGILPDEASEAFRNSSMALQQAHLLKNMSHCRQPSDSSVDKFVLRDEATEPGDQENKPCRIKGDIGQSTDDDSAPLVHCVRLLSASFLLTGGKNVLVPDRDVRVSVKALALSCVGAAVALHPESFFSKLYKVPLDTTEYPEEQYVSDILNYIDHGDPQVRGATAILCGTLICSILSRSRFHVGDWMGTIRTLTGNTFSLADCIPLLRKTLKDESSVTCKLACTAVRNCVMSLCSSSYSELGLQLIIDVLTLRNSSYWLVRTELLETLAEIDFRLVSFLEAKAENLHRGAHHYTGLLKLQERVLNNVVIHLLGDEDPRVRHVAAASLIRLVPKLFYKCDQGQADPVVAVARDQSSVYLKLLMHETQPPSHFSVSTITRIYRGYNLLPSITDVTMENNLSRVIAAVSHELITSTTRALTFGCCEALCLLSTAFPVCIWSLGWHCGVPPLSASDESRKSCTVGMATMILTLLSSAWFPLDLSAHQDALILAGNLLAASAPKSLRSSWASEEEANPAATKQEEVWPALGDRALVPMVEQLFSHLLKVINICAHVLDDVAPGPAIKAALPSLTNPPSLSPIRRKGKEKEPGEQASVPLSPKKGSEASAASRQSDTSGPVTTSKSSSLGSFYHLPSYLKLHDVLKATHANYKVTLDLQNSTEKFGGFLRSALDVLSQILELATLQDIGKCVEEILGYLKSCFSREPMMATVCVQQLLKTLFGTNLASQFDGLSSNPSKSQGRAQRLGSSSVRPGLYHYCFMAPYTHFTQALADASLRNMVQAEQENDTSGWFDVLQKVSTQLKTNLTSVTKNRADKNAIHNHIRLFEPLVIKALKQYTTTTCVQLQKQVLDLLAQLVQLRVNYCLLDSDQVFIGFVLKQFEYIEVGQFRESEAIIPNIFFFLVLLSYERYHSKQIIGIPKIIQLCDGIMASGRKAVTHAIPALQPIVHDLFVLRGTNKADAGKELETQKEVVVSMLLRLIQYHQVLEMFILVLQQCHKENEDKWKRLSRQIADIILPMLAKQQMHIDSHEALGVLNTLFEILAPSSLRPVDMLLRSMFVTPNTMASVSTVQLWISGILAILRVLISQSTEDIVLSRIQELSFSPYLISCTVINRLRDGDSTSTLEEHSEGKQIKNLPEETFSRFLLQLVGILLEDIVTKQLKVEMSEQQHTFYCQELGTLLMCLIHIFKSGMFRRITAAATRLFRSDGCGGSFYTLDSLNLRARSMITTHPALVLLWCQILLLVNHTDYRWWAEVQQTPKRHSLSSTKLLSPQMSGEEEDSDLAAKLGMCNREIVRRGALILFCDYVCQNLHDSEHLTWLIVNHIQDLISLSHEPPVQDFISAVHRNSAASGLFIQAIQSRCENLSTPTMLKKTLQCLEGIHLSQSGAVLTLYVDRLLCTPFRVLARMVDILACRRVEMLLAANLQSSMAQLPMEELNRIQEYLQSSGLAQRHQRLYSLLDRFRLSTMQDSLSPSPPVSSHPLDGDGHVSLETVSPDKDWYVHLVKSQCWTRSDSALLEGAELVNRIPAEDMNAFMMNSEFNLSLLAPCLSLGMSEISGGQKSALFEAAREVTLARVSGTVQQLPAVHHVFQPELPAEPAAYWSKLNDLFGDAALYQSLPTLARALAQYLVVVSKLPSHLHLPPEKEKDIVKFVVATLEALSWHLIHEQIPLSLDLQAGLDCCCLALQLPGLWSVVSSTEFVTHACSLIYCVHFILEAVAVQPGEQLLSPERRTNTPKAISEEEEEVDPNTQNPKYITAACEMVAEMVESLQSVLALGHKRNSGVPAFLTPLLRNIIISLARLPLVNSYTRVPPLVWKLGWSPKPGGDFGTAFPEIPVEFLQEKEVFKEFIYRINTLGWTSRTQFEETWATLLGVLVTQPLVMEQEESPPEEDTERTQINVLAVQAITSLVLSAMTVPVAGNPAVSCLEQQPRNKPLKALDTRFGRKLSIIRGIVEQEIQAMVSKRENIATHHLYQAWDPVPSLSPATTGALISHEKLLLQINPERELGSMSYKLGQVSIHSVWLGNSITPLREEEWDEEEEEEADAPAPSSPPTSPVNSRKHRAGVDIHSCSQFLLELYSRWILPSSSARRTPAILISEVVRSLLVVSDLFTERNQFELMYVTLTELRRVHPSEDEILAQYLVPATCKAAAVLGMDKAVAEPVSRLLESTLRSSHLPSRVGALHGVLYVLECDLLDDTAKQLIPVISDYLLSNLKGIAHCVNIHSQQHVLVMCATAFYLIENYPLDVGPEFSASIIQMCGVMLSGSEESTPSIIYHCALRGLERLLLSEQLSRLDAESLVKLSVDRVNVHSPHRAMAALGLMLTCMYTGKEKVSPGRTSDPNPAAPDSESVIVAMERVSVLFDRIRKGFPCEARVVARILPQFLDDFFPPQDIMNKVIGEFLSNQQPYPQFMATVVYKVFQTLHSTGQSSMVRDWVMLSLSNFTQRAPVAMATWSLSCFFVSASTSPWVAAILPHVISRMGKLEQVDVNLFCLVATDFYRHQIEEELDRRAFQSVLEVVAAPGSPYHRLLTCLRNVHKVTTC
* = called active by the depositor; nt = no result given; & = joins results of further samples. Cut-off read from the data, not from the text of the source: active = inhibition above about 50%; inactive = the rest. A portion of the library; rates above refer to the full screens.

mol	Pf apPOL inh	mHTT CaM bind
O=c1c2ccccc2nc(SCc2cc(=O)n3ccccc3n2)n1C1CCCC1	-2	-5
CCCCCCN1C[C@@H](O)[C@H](n2cc(C3CC3)nn2)C[C@@H]1c1ccc(C)cc1	-1	-11
Cc1nc2ncccn2c1-c1csc(N)n1	nt	-1
CCOc1ccccc1NC(=O)N1CC(CC)Oc2ccccc21 (configuration not stated)	-4	-49
Cc1ccc(S(=O)(=O)N2CCN(CCCc3ccccc3)CC2)cc1	2	-3
c1cncc(-c2nc(-c3c[nH]c4ccccc34)cs2)c1	-6	7
CCCCN(CCCC)S(=O)(=O)c1ccc(C(=O)Nc2nc(-c3ccccn3)cs2)cc1	-5	41
COc1ccc(-c2cc(NCC3CC3)n3ncnc3n2)cc1	-15	-3
Cc1cc2ncn(CC(O)COc3c(C)cccc3C)c2cc1C (configuration not stated)	-6	46
CS(=O)(=O)Oc1ccc2c(c1)OC(=Cc1cccc([N+](=O)[O-])c1)C2=O	-5	-2
CC(C)(C)Nc1nc(Cl)nc(Nc2cccc([N+](=O)[O-])c2)n1	30	40
CC=C1C2C=C(C)CC1(N)c1ccc(=O)[nH]c1C2 (configuration not stated)	-3	nt
CCOc1ccc(C2C(=O)N(C3CCCCC3)CC(=O)N2C2CCCC2)cc1OC (configuration not stated)	-8	21
CC(C)N(C(=O)Cn1c(CN2CCCCCC2)nc2ccccc21)C(C)C	-5	-7
CC1(C)C2([N+](=O)[O-])CN3CC1([N+](=O)[O-])CN(C2)C3c1ccccc1Cl (configuration not stated)	1	1
CCn1c(=O)c2c(ncn2Cc2cccc(Cl)c2)n(-c2ccccc2)c1=O	8	4
COC(=O)COc1ccc2c(c1)OC(=Cc1ccc(C(C)C)cc1)C2=O	-6	3
N#Cc1c2c(c(N3CCN(CCO)CC3)n3c1nc1ccccc13)CCC2	2	0
CCOc1ccccc1CN1CCC(C(=O)N2CCN(c3ccccc3OCC)CC2)CC1	-8	8
COc1ccc(/C=C2/N=C(c3cccs3)OC2=O)c(OC)c1OC	-89	2
COc1ccc(CCN2CC34C=CC(O3)C(C(=O)NCCC(C)C)C4C2=O)cc1OC (configuration not stated)	-3	3
NC(=O)c1c(NC(=O)C2C3C=CC(C3)C2C(=O)O)sc2c1CCCC2 (configuration not stated)	nt	-7
CCc1ccc(Oc2nccnc2N2CCC(C(=O)NCCN3CCOCC3)CC2)cc1	-8	17
COc1ccc(C(=O)N2CCC(c3cc4n(n3)CCCN(C)C4=O)CC2)cn1	1	-7
CC(C)c1cc(C2CCCN2C(=O)c2cc(C(C)C)on2)on1 (configuration not stated)	-7	-2

(listing goes on)
mol	Pf apPOL inh	mHTT CaM bind
CCCOc1nccc2c1n(C)c(=O)n2C	nt	-7
Cc1cc(C)n(-c2ccc(=O)n(CC(=O)NCc3ccc4c(c3)OCO4)n2)n1	-5	-13
c1ccc(CC2COC(C3=NC(Cc4ccccc4)CO3)=N2)cc1 (configuration not stated)	-6	nt
Cc1ccccc1C1CC(c2ccc(Br)s2)Nc2nnnn21 (configuration not stated)	-6&0	21&10
O=C(Nc1ccccc1C(F)(F)F)OCCCN1CCC2(CCC(c3ccccc3)CC2)C1=O (configuration not stated)	0	93*
O=C(Nc1c2c(nn1-c1ccc(Cl)cc1)CSC2)c1ccccc1Cl	2	25
CC(C)NC(=O)c1cccnc1SCc1ccccc1Cl	-21	-11
Cc1nc(OCC(=O)Nc2ccccc2C(F)(F)F)c2ccccc2n1	-1	-8
COc1cccc(N=Cc2ccc(O)c3c2OC(N)=C(C#N)C3c2ccccc2[N+](=O)[O-])c1 (configuration not stated)	-4	95*
COc1cccc(C2CC(=O)C3=C(C2)Nc2ccccc2NC3c2cc3c(cc2Cl)OCO3)c1 (configuration not stated)	0	9
Cc1cc(C(=O)N2CCN(c3ccccc3)CC2)ccc1[N+](=O)[O-]	-3	9
c1ccc(-c2cc(Sc3nnc(-c4ccncc4)n3-c3ccccc3)n3ncnc3n2)cc1	-5	nt
CCOC(=O)COc1ccc2c(=O)c(Oc3ccccc3Br)coc2c1	-6	-1
COc1cc(NC(=O)Nc2nc3c(OC)ccc(C)c3s2)cc(OC)c1OC	0	-3
COc1cccc(C=C2Oc3c(CN4CCOCC4)c(O)cc(C)c3C2=O)c1	-6	26
O=C1CC(c2ccccc2)CN1C(=O)c1ccc(F)cc1 (configuration not stated)	-2	0
CCc1cc(C(=O)Nc2cc(F)ccc2C)no1	-2	-19
CC(C)(C)NC(=O)CC(c1ccccc1)c1cc(Br)ccc1O (configuration not stated)	1	4
Cc1ccc(NC(=O)CS(=O)(=O)c2cccc3nsnc23)c(C)c1	-11	5
COc1ccc(C(=O)N2CCn3cnnc3C2)c(OC)c1	-6	-1
O=[N+]([O-])c1ccc(NCCCOc2nonc2-c2ccccc2)c(Cl)c1	0	4
O=C1OC(c2ccccc2[N+](=O)[O-])=N/C1=C/c1cccc([N+](=O)[O-])c1	6	2
O=C(c1cc(Cl)ccc1Cl)N1CCC(c2ccccc2)C1 (configuration not stated)	-7	-18
CCS(=O)(=O)C(=C(Nc1ccccc1)Nc1ccccc1)S(=O)(=O)CC	-2&-1	-1&-5
O=c1nc(/C=C/c2ccccc2Cl)cc(C(F)(F)F)[nH]1	-4	4

Whole records, quoted from the list. Order of values: Pf apPOL inh, mHTT CaM bind
COc1cc(NC(=O)Nc2nc3c(OC)ccc(C)c3s2)cc(OC)c1OC is listed with 0, -3
CCCOc1nccc2c1n(C)c(=O)n2C is listed with nt, -7
O=C(Nc1ccccc1C(F)(F)F)OCCCN1CCC2(CCC(c3ccccc3)CC2)C1=O (configuration not stated) is listed with 0, 93*
COc1ccc(C(=O)N2CCn3cnnc3C2)c(OC)c1 is listed with -6, -1
O=C1CC(c2ccccc2)CN1C(=O)c1ccc(F)cc1 (configuration not stated) is listed with -2, 0

The list goes on.
mol	Pf apPOL inh	mHTT CaM bind
O=C1NC(=O)N(c2ccc(Cl)cc2)C(=O)/C1=C/c1ccc(I)o1	-2	25
CCN(CC)S(=O)(=O)c1ccc(-c2csc(=Nc3ccc(F)cc3)n2CCO)cc1	-3	36
CCOc1ccc(C(=O)c2nc3c(n2O)CCCC3)cc1	4&-5	11&9
CC1=C(C(=O)Nc2ccc(C)cc2C)C(c2cccs2)n2nnnc2N1 (configuration not stated)	0	3
CCOc1ccc(CCNC(=O)C2CC(=O)N(C3CCCC3)C2)cc1OCC (configuration not stated)	-15	-2
CCCN1C(=O)C(C)(C(=O)Nc2ccc(OCC)cc2)Oc2cccnc21 (configuration not stated)	-6	28
CCC(C)(C(=O)NC1CCCCC1)N(Cc1cccs1)C(=O)c1ccc(=O)[nH]c1 (configuration not stated)	-3	1
O=C1OC(c2ccccc2)=N/C1=C\c1cccs1	-2	17
COc1ccc(C(=O)Nc2ccc(Cl)cc2Cl)cc1	-5	-6
Cc1ccc(NC(=O)C2CCc3nc(N4CCN(C(=O)C(C)C)CC4)sc3C2)c(F)c1 (configuration not stated)	1	1
CC1CC(C)CN(S(=O)(=O)c2ccc(F)c(C(=O)NC(C)C)c2)C1 (configuration not stated)	-6	2
Cc1nn(-c2ccccc2)c2c1C(=O)CC(C)(C)C2	-15	-1
COc1ccc(Oc2c(C)oc3cc(OC(=O)c4ccco4)ccc3c2=O)cc1	5	3
CC(COc1ccc(C(C)C)cc1)NC(=O)c1ccco1 (configuration not stated)	-3	-4
CCn1c(SC)nnc1-c1nn(C)c2c1CN(C(=O)CC1CCCCC1)CC2	-8	-29
C=CCNC(=O)COc1cc(C)c(Br)c(C)c1	-1	-6
COCCNC(=O)c1nn2c(C(F)(F)F)cc(-c3ccc(Br)cc3)nc2c1Cl	-11	-2
CCNC(=O)NNC(=O)NC12CC3CC(CC(C3)C1)C2	-5	-4
CCOC(=O)NN=C1CCCC1	-2	nt
Cc1ccc(F)c(N2CCN(C(=O)c3ccc(F)cc3)C(C)C2=O)c1 (configuration not stated)	0	-1
CC(C)CNC(=O)c1cn2cc(-c3ccc(Cl)cc3)ccc2n1	-11	4
COc1ccc(NC(=O)C23CC4CC(C2)CC(C(=O)Nc2ccc(OC)cc2OC)(C4)C3)c(OC)c1	-10	3
Cc1sc2ccn(C)c(=O)c2c1C(=O)NCc1ccc(Br)cc1	1	2
COc1ccc(CC(=O)N2CCc3nc(CNC(=O)C4CCC4)n(C)c3C2)cc1	-6	7
COCCCNC(=O)C1CSCCC(=O)N1 (configuration not stated)	-1	1

A draw from above in order of number of heavy atoms, smallest number first.
mol	Pf apPOL inh	mHTT CaM bind
COCCCNC(=O)C1CSCCC(=O)N1 (configuration not stated)	-1	1
CC1=C(C(=O)Nc2ccc(C)cc2C)C(c2cccs2)n2nnnc2N1 (configuration not stated)	0	3
CCOc1ccc(CCNC(=O)C2CC(=O)N(C3CCCC3)C2)cc1OCC (configuration not stated)	-15	-2
COc1ccc(Oc2c(C)oc3cc(OC(=O)c4ccco4)ccc3c2=O)cc1	5	3

Further structures.
mol	Pf apPOL inh	mHTT CaM bind
O=C(c1ccccc1F)N1CCC(Cn2cccn2)CC1	-2	-9
O=C(c1ccc([N+](=O)[O-])cc1)N1CCN(CC2CC3C=CC2C3)CC1 (configuration not stated)	-20	6
CCC(=O)N(C)CC(=O)N1N=C(c2ccc(F)cc2)CC1c1ccc(F)cc1 (configuration not stated)	0	66*
COC(=O)c1ccccc1CSc1nccc(C(F)(F)F)n1	-3&0	nt
Nc1nc(-c2cc(-c3ccccc3)no2)cs1	-13	nt
O=C(c1ccc(F)c(F)c1)N1CCCN(c2cc(-c3ccccc3)[nH]n2)CC1	-4	-11
N#Cc1c(SCC(=O)C23CC4CC(CC(C4)C2)C3)sc2c(O)cc(=O)[nH]c12	nt	1
OCCN1CCN(CC(O)COCc2ccccc2)CC1 (configuration not stated)	4	-2
COc1ccc(OC)c(C=C2Oc3cc(OC(=O)C(C)C)ccc3C2=O)c1	-5	-10
COCCNc1nc2c(c(=O)n(Cc3cccc(Br)c3)c(=O)n2C)n1C	0	6
CC(C)NC(=O)CCS(=O)(=O)c1ccc(Br)s1	3	0
CCOc1nc(NC2CCCCC2)nc(OCC)n1	-3	-10
O=[N+]([O-])c1c(N2CCOCC2)c([N+](=O)[O-])c(N2CCOCC2)c([N+](=O)[O-])c1N1CCOCC1	-6	1
O=C(Nc1ccc(Cl)cc1)Nc1ccc(N2CCCC2=O)cc1	3	-8
O=C(Nc1cccc([N+](=O)[O-])c1)c1cccc(S(=O)(=O)Nc2ccccc2C(=O)O)c1	-16	24
CS(=O)(=O)N(Cc1ccccc1)c1ccc(C(=O)Nc2ccc(C(N)=O)cc2)cc1	0	-1
COc1ccc2c(=O)c(-c3ccccc3)c(C(F)(F)F)oc2c1C	-12	-4
COc1ccc(Br)cc1CNC(=O)CCCN1C(=O)CCn2nc(C)cc21	-2	5
O=S(=O)(NCC(c1ccc(F)cc1)N1CCOCC1)c1ccc2c(c1)CCCC2 (configuration not stated)	-6	12
Cc1nn(-c2cc(Cl)ccc2N)c(=O)c2ccccc12	1	0
Cc1ccc([N+](=O)[O-])c(C(=O)NN=Cc2cccs2)c1	0	nt
O=C(c1cc2ccccc2[nH]1)N1CCCN(c2cc(-c3ccc4c(c3)OCO4)[nH]n2)CC1	-7	56*
COc1ccc2nc(SCC(=O)c3ccc(Cl)c(Cl)c3)[nH]c2c1	80*	20
O=C(Nc1ccc(NC(=O)C2CCCC2)cc1)C1CCCC1	-3	7
C[C@H](Cc1ccccc1)Nc1ncnc2c1ncn2[C@@H]1O[C@H](CO)[C@H](O)C1O (some centres not stated)	7	nt

Next results follow.
mol	Pf apPOL inh	mHTT CaM bind
Cc1ccc(=O)n(CCNC(=O)c2cncc(Br)c2)n1	-1	-13
O=C(c1ccc(F)cc1)C1CCN(Cc2cnc(-c3ccccc3)[nH]2)CC1	-7	nt
Cc1ccccc1NC(=O)NC(=O)CC#N	1	nt
O=C(Nc1ccc(-c2cn3c(n2)SCC3)cc1)c1ccc(=O)[nH]n1	7	0
COc1ccc(-c2cc(=O)n(CCC#N)[nH]2)cc1	-8	-3
Cc1cccc(-c2noc(C3CCN(CC(=O)Nc4ccccc4Cl)CC3)n2)c1	-3	-7
CCCN(CCC)CCNC(=O)C1CCCN(c2ncnc3c2nc2n3CCCCC2)C1 (configuration not stated)	0	-2
CCCc1cc2c(=O)c(-c3ccc4c(c3)OCCO4)c(C)oc2cc1OS(C)(=O)=O	4	6
CCCCCCn1cc(CN2CC=CS2(=O)=O)nn1	-4	-14
COc1cc(OC)c(NC(=O)Cc2ccccc2)cc1Cl	2	-6
O=C(COc1ccccc1SCc1ccc(Cl)cc1)NNC(=O)c1cccc(C(F)(F)F)c1	-10	nt
CCn1c(SCC(=O)NCc2ccc3c(c2)OCO3)nc2c(c1=O)SCC2	5	2
CCC1(C)N=NC(C)(CC)C1O (configuration not stated)	1	nt
COc1ccccc1S(=O)(=O)c1c(C)cc(C)cc1C	3	-4
O=S1(=O)N=C(N(Cc2cccs2)c2ccc(O)cc2)c2ccccc21	1	-3
COc1ccccc1/C=C1\C(=O)N(c2cc(C)cc(C)c2)C(c2cccc([N+](=O)[O-])c2)S1(=O)=O (configuration not stated)	-3	23
Cc1ccc(C#N)c(SCc2nnc(-c3ccc(Cl)cc3)o2)n1	-1	-12
CC(C)NCC(O)COc1cccc2[nH]ccc12 (configuration not stated)	-1	nt
COCCNC(=O)C1CCc2sc(C(=O)N3CCOCC3)cc2C1 (configuration not stated)	0	0
COc1ccc2c(=O)cc(C(Cl)(Cl)Cl)oc2c1	-7	1
CC(CC(=O)NCc1ccc(Cl)cc1)c1ccccc1 (configuration not stated)	-4	-17
O=C(Oc1cc2sc(=O)oc2c2ccccc12)c1ccccc1I	30	nt
